Source: PubChem BioAssay
HTR2A ag: mouse HTR2A agonism via beta-arrestin recruitment. activation, % at 7.6 µM. CHO-K1 mHTR2A beta-arrestin complementation, luminescence; percent of 30 µM serotonin response. P35363. AID 624169. 360,000 tested, 0.66% active;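 active = activation above a run cutoff, the mean activation of all tested compounds plus 3 SD, cut at about 14% in these data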;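 also: 0% = plate median of compound wells and 100% = 30 µM serotonin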
PDI turbidity: PDI (human) enzyme inhibition; 350,000 tested, 0.052% active; P07237; inhibition, % at 10 µM; AID 588391; PDI insulin aggregation turbidity, A650, 90 min;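 active = mean inhibition across replicates of 30% or more, whatever share of single replicates reach that level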;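 also: absorbance from insulin aggregation driven by PDI reduction with DTT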
aDG glyco act: increases alpha dystroglycan glycosylation. 360,000 tested, 0.22% active. activation, % at 10 µM. Pro5-aDG cells, alpha-DG glycosylation AlphaScreen (IIH6); 0% Pro5, 100% B10-LARGE cell signal. AID 624168;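 active = activation of at least 8% versus controls, or a plate z-score of at least 8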;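 also: Pro5 are CHO cells carrying HIG-tagged alpha-DG that lacks glycosylation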
hiPSC survival: enhancers of human iPSC single-cell survival; hiPSC single-cell survival, ATPlite luminescence; 100% = ROCK inhibitor wells, 0% = DMSO; survival enhancement, % at 20 µM; 360,000 tested, 0.044% active; in the data active = survival enhancement above about 18%;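 also: cells exposed to compounds for 16 hours before the ATP read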
ABCB6 inh MLPCN: blocks the human ABCB6 transporter | Q9NP58 | K562-ABCB6 porphyrin accumulation, flow cytometry, 1 h; stronger effect = lower value | fluorescence ratio to DMSO, % at 10 µM | 360,000 tested, 0.19% active;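 active = fluorescence ratio to DMSO below 75%, the collection mean minus 3 SD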;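 also: signal is porphyrin accumulated inside mitochondria; 100% equals median channel fluorescence of DMSO control wells; lower ratio means ABCB6 inhibition with less porphyrin fluorescence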
Target sequence (Q9NP58 whole entry, looked up): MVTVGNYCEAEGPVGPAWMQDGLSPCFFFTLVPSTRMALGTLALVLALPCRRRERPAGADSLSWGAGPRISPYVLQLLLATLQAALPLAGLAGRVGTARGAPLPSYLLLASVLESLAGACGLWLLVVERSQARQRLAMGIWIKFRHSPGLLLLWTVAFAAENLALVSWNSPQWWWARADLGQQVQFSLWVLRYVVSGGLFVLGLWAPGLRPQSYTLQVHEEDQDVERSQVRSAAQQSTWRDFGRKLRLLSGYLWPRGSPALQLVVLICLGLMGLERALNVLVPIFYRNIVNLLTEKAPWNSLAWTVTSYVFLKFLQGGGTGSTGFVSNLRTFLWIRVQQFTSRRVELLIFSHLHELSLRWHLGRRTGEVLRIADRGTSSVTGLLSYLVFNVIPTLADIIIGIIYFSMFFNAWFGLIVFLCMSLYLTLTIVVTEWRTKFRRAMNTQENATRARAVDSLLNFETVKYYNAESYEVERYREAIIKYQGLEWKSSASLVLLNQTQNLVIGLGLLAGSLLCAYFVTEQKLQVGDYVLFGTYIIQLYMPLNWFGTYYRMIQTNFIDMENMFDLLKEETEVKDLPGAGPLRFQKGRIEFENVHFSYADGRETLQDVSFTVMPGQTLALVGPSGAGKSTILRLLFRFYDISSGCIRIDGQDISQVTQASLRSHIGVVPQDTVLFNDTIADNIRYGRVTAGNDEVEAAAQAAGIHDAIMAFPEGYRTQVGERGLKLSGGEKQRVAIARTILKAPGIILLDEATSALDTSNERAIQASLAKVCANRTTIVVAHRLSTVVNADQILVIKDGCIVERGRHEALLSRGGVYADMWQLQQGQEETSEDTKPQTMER
CaV13 FRET inh: Primary screen for inhibitors of IQ motif and Ca2+-dependent inactivation inhibitor domain binding in CACNA1D, Förster resonance energy transfer in living cells, …. HEK cells, CFP/YFP FRET ICDI-IQ, plate reader, 10 min; percent FRET-ratio fall versus neutral wells. inhibition, % at 12.3 µM. 340,000 tested, 0.098% active. AID 743397;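 active = mean replicate inhibition of at least 30% and at least 1% of replicates passing that level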;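 also: 0% = median of the neutral control wells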
H9c2 protect: protects H9c2 cardiomyocytes from peroxide injury; H2O2 injury protection, ATPLite, 2 h; protection from H2O2 cell death, % at 20 µM; 360,000 tested, 0.63% active;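 active = compounds giving at least 50% protection of heart cells from peroxide-induced death in the single-dose screen, raw or plate-pattern-corrected value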;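 also: 0% = DMSO wells with peroxide and 100% = DMSO wells without peroxide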
Vif imaging: blocks HIV Vif function; HEK293T cells, Vif self-association by quenched fluorescence, imaging, 24 h; inhibition, % at 7.49 µM; 340,000 tested, 0.35% active; in the data active = inhibition above about 50%, passing the limit was not always enough; also: some results filed as inactive read as strong as hits
Exocytosis inh: lytic granule exocytosis inhibition. 360,000 tested, 0.66% active. TALL-104 LAMP-1 surface exposure, flow cytometry; cells stimulated with thapsigargin and PMA. inhibition, % at 10 µM. AID 651702;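 active = inhibition above about 55%, limit read from the data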
N-glyco inh: N-linked glycosylation inhibition | D54 ERlucT glycosylation luciferase reporter, 24 h; percent of 100 nM tunicamycin response | AID 588692 | reporter increase, % at 12.5 µM | 360,000 tested, 0.23% active;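 active = mean luciferase reporter signal, scaled so untreated is 0 and the glycosylation-blocking control 100, at or above a set limit in every replicate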;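 also: luciferase carries N-glycosylation sites so blocking glycosylation raises the light; 0% = median of neutral control wells and 100% = median of 100 nM tunicamycin wells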
Active calls of the source: *; . = not tested or not shown.

SMILES	HTR2A ag	PDI turbidity	aDG glyco act	hiPSC survival	ABCB6 inh MLPCN	CaV13 FRET inh	H9c2 protect	Vif imaging	Exocytosis inh	N-glyco inh
CCn1c(COc2ccc(C)cc2)nnc1SCc1ccc(C#N)cc1	-0.7	4.4	0.0	1.6	109.0	-7.4	0.4	.	1.1	-3.6
CCCCCCNc1cc2n(c(=O)n1)CCc1cc(OC)c(OC)cc1-2	1.0	4.8	-0.2	0.3	98.0	-3.9	46.4	14.4	-2.3	0.7
CC1CCN(S(=O)(=O)c2ccc3c(c2)N(CC(=O)NCCCN2CC(C)CC(C)C2)C(=O)CS3)CC1 (stereo unspecified)	-6.8	-5.8	-0.1	-0.4	96.0	-5.0	1.9	-0.1	-0.7	0.3
Cc1ccc(CS(=O)(=O)CC(C)(O)c2ccccc2)cc1 (stereo unspecified)	4.0	-2.9	-0.1	-0.6	94.0	-3.8	5.6	-2.4	-7.5	2.2
CC(C)c1nnc(NC(=O)C2CCN(C(=O)Nc3ccc(Cl)cc3)CC2)s1	0.6	-2.7	0.0	-0.1	93.0	-2.3	5.8	-2.6	0.2	-0.1
Cc1ccc(NC(=O)c2c(O)c3ccccc3n(C)c2=O)nc1	3.7	-0.2	-0.2	7.9	96.0	-3.8	-6.7	3.2	-0.4	1.6
CCOc1ccc(S(=O)(=O)Nc2ccccc2SC)cc1	-3.8	1.3	0.6	-0.7	97.0	-8.8	-6.1	7.3	-1.8	5.6
COC(=O)c1ccc(-n2c(CCC(=O)O)ccc2-c2ccc(C)cc2)cc1	6.5	-11.9	-0.1	-0.2	98.0	.	3.7	5.3	-8.7	2.2
COc1ccc(OC)c(/C=N/c2c(-c3ccc(O)c(OC)c3)nc3ccccn23)c1	1.0	-2.6	-0.2	2.8	368.0	-4.4	4.7	-3.6	0.2	0.5
COC(=O)[C@@H]1CCCN1C(=O)CCc1nnc(CCC2CCCCC2)o1	-0.9	1.4	-0.1	3.2	85.0	-3.2	-3.1	4.2	-2.5	-0.2
O=C(CNC(c1ccccc1)c1ccccc1)Nc1ccccc1-c1ccccc1	-5.9	2.9	1.2	-2.1	98.0	-3.2	-8.5	-4.4	0.1	-8.9
CCCCC1(CCCC)NC(=S)N(Nc2ccc(C)cc2)C1=O	0.7	3.7	0.1	2.2	101.0	-4.8	-0.2	4.2	1.4	0.0
CCn1c(-c2ccccc2O)n[nH]c1=S	3.6	0.7	0.0	0.9	95.0	-7.0	0.0	-2.4	-4.4	4.5
NS(=O)(=O)c1ccccc1	2.1	-4.7	0.0	1.1	95.0	-1.9	5.0	-4.8	-4.3	2.1
COc1ccccc1N1CCN(C(=O)c2ccc(S(=O)(=O)N3CCCCCC3)cc2)CC1	-1.9	11.8	-0.1	-0.8	99.0	-0.2	4.7	-12.4	-0.6	-1.3
Cc1ccn2c(NC3CCCC3)c(-c3ccncc3)nc2c1	-0.6	0.4	0.4	-0.5	97.0	-1.5	0.7	-0.1	2.2	0.0
Cc1nc(-c2nnc(SCC(=O)Nc3ccc(Cl)cc3)n2C)cs1	4.1	-2.6	0.1	0.5	99.0	-5.5	4.6	17.3	0.9	2.0
COc1ccc(CN(C)CC(=O)NC(=O)NC2CCCCC2)cc1	2.4	-2.5	-0.1	3.6	100.0	-5.6	-5.3	10.2	0.0	2.7
CCc1ncc(C(O)c2cccc(OC)c2OC)n1C (stereo unspecified)	-0.9	7.4	-0.1	-0.2	85.0	-7.6	1.1	.	0.6	2.7
CN(C)c1ccc(/C=N/c2cc(-c3ccccc3)nn2-c2ccccc2)cc1	-0.1	-0.3	0.3	0.1	97.0	-4.1	-2.0	-3.0	-1.1	2.3
Cc1ccccc1C(=NCCCN(C)C)c1ccccc1C	-0.5	4.3	0.0	0.3	94.0	-25.6	-0.4	2.4	-2.2	-1.2
CCOCN(C(=O)Cn1c(COC)nc2ccccc21)c1c(C)cccc1CC	2.5	4.1	0.5	1.6	97.0	-4.8	5.0	-9.5	-2.4	-2.3
C#CCOCCOCCOCCNc1nc(N2CCN(C(=O)[C@H](CCC(=O)O)n3cc(C(N)CC(C)C)nn3)CC2)nc(N2CCN(C(=O)[C@H](Cc3ccc(O)cc3)n3cc(C(N)CC(C)C)nn3)CC2)n1 (stereo partly specified)	-5.2	6.3	-0.2	-2.2	103.0	.	-2.2	-6.0	-3.9	6.3
COC(=O)c1sccc1NC(=O)CC1C(=O)NCCN1C(=O)c1c(F)cccc1Cl (stereo unspecified)	6.3	3.1	0.0	-0.5	98.0	-21.3	6.7	5.7	1.2	-0.2
CC(C)CCOc1ccc(C(=O)O)cc1	-1.9	-10.0	0.1	0.6	94.0	.	9.6	.	-1.8	-0.4
CCN(CC(=O)Nc1c(F)cccc1F)C(=O)c1cccnc1SC	1.4	-4.0	2.9	-0.5	105.0	-5.5	0.5	6.9	-2.5	1.3
CCc1cccc2c(C(=S)N3CCCC3)c[nH]c12	-1.3	-4.9	0.1	-1.8	103.0	-5.4	-1.4	-9.6	-7.0	0.5
CCOC(=O)Cc1csc(NS(=O)(=O)c2ccccc2)n1	5.7	-5.7	0.0	-1.3	108.0	.	5.4	-13.1	1.1	1.5
COc1ccccc1NC(=O)NCCN1CCN(c2cccc(Cl)c2)CC1	-8.2	1.5	0.0	0.2	103.0	-19.1	-6.3	-11.0	4.1	0.8
O=C(NNS(=O)(=O)c1ccc(F)cc1F)c1csc(-c2cccnc2)n1	4.6	-1.2	0.0	0.1	104.0	-20.3	5.1	-10.1	-1.8	-1.0
Cc1cc(C)nc(N2CCCC(C(=O)Nc3ccc4c(c3)OCO4)C2)n1 (stereo unspecified)	0.5	1.0	0.1	-0.4	93.0	.	1.9	.	1.3	0.0
Cc1ccc(-c2cc(Cc3ccccc3)c(=O)[nH]n2)cc1	1.2	-6.2	0.1	0.0	97.0	-19.3	-9.0	0.1	-1.5	-1.4
O=C(O)Cc1ccc(C(=O)c2ccc(Cl)cc2)s1	0.5	-5.0	-0.1	-1.7	90.0	-3.7	-0.3	-0.9	0.8	-2.3
Cc1ccc(-n2nc3c(c2NC(=O)C2CCCC2)CS(=O)(=O)C3)cc1	0.0	-4.6	0.0	-0.2	10.0*	-5.5	-0.2	-3.6	-15.7	3.4
Cc1c(C(=O)N(Cc2ccc(F)cc2)C2CCS(=O)(=O)C2)oc2ccccc12 (stereo unspecified)	5.0	8.3	-0.1	0.1	100.0	-15.4	6.8	14.4	1.6	1.0
CCn1cc(C(=O)N2CCc3ccccc32)c(=O)c2cc(S(=O)(=O)N3CCCC3)ccc21	-3.1	9.6	-0.3	-0.7	111.0	-5.2	1.1	1.5	-3.1	-0.6
CCCCNC1(C#N)CCN(Cc2ccccc2)CC1	-2.2	2.6	0.0	-0.1	99.0	-10.5	2.3	-3.8	-0.4	2.1
O=C(O)C1C2CCC(C2)C1C(=O)Nc1cc(F)ccc1F (stereo unspecified)	2.1	-5.2	-0.1	0.8	95.0	-8.8	1.4	-3.9	-0.6	0.2
CCOc1ccccc1NC(=O)CCCNC(=O)c1ccc(Cl)cc1	-6.5	-4.7	0.0	-0.5	101.0	-2.3	-4.4	-6.4	-0.1	1.1
CCc1cc(=O)oc2cc(C)cc(OC(=O)c3ccco3)c12	10.7	11.3	0.1	-1.6	100.0	-4.1	-8.1	-10.3	-2.9	1.3

3 compounds drawn at random from the list so far, as already listed:
SMILES	HTR2A ag	PDI turbidity	aDG glyco act	hiPSC survival	ABCB6 inh MLPCN	CaV13 FRET inh	H9c2 protect	Vif imaging	Exocytosis inh	N-glyco inh
COC(=O)c1sccc1NC(=O)CC1C(=O)NCCN1C(=O)c1c(F)cccc1Cl (stereo unspecified)	6.3	3.1	0.0	-0.5	98.0	-21.3	6.7	5.7	1.2	-0.2
CCOC(=O)Cc1csc(NS(=O)(=O)c2ccccc2)n1	5.7	-5.7	0.0	-1.3	108.0	.	5.4	-13.1	1.1	1.5
CCn1cc(C(=O)N2CCc3ccccc32)c(=O)c2cc(S(=O)(=O)N3CCCC3)ccc21	-3.1	9.6	-0.3	-0.7	111.0	-5.2	1.1	1.5	-3.1	-0.6

Remaining list, next part.
SMILES	HTR2A ag	PDI turbidity	aDG glyco act	hiPSC survival	ABCB6 inh MLPCN	CaV13 FRET inh	H9c2 protect	Vif imaging	Exocytosis inh	N-glyco inh
CC(=O)c1ccc(NC(=O)c2ccc3c(Cl)c4c(nc3c2)CCCC4)cc1	-1.9	-1.8	-0.2	5.6	95.0	-3.3	-1.5	-6.0	-19.7	1.9
Cn1c(CCC(=O)OCC(=O)NCc2ccc3c(c2)OCO3)nc(=O)c2ccccc21	0.2	1.1	-0.2	4.6	99.0	2.2	0.1	-8.8	0.4	2.8
COC(=O)Cc1csc(Nc2ccc(F)c(Cl)c2)n1	3.7	-7.4	0.4	0.3	96.0	-3.1	-6.6	19.6	0.7	0.7
Cc1ccc(C(C)NC(=O)Cc2cccs2)cc1C (stereo unspecified)	-2.2	-0.8	-0.3	-0.5	106.0	-9.8	3.6	-7.7	-1.1	2.4
Cc1nn(-c2ccc(F)cc2)c(Cl)c1/C=C(\CCC(=O)O)c1nc2ccccc2s1	-1.3	-6.5	-0.1	-0.8	94.0	-3.9	0.9	3.0	-0.6	2.5
C=CCNC(=O)CCCOc1cc(C)ccc1C	3.0	-4.3	0.8	-1.5	101.0	-6.6	-3.5	12.0	0.1	1.6
CCOC(=O)C(=CNc1cccc(C)n1)C(=O)OCC	4.9	-7.3	-0.2	3.1	90.0	.	0.7	-5.7	-1.9	5.3
COc1cccc(/C=N/N=C(\N)c2nonc2N)c1O	-2.9	4.6	0.4	-0.1	94.0	-4.2	-10.6	2.3	-7.1	0.0
COc1ccc(-c2cn3c(C)c(C(=O)Nc4cc(NC(C)=O)ccc4OC)sc3n2)cc1	1.9	3.1	-0.1	-1.5	90.0	-5.0	19.8	-6.0	2.5	8.8
CC(Oc1cc2oc(=O)c3c(c2cc1Cl)CCCC3)C(=O)NCc1ccccn1 (stereo unspecified)	-3.1	-6.5	6.1	-0.1	106.0	-2.9	-7.9	2.1	-0.3	-1.0
CC1CCN(C(=O)CCNC(=O)Cn2cnc3sc4c(c3c2=O)CCCC4)CC1	4.3	4.6	0.4	-1.1	81.0	-5.0	-19.0	.	0.3	.
Nn1c(SCc2ccccc2F)nnc1-c1ccncc1	-4.9	-2.6	0.8	0.7	109.0	-3.9	7.7	0.9	3.7	7.4
COc1cc(/C=N/NC(=O)C(=O)NCc2ccco2)cc(Br)c1O	0.0	11.5	-0.2	-0.2	92.0	-5.7	10.0	3.7	0.2	0.2
CCC(NC(=O)c1[nH]c(C)c(C(C)=O)c1C)c1ccc(Br)cc1 (stereo unspecified)	-7.5	6.5	0.1	0.4	90.0	-2.3	-3.1	-11.9	42.9	0.0
Cn1c(/C=C/c2ccc(Cl)cc2)nc2ccccc2c1=O	-3.2	-8.5	0.1	-0.3	96.0	-8.5	2.1	-3.5	-0.1	1.9
CCc1ccc(OC(=O)/C=C/c2ccco2)cc1	2.0	-28.2	-0.1	-0.7	98.0	-19.5	-14.3	-3.0	-5.8	-4.0
Cc1cc(C)cc(OCC(=O)OCC(=O)NC2CCCCCCC2)c1	0.6	-2.5	1.8	-0.3	96.0	-1.7	3.2	.	-4.3	3.5
CCc1ccc(S(=O)(=O)NC(CC(=O)O)c2ccccc2)cc1 (stereo unspecified)	0.7	-0.9	-0.1	-0.6	98.0	.	11.5	0.6	-0.8	0.7
CN(c1ccccc1)c1cc(Br)nc(Br)c1	-2.8	-3.8	0.0	0.2	94.0	-2.8	-8.4	-2.1	-3.0	-3.1
